# From PubChem BioAssay
# Nrf2 activator: activates Nrf2 signaling | AREc32 ARE-luciferase reporter (MCF7-derived line), luminescence, 24 h | Potency, µM (doses to about 46.1 µM), for the others: top-dose activation, most hits filed as activators | 410,000 compounds, 0.31% hits; note: potency is the fitted concentration of half-maximal effect; % of control where 0% means no effect; nearly all actives have a fitted effect of over 65% in size
#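 AREc32 cells carrying an ARE-driven firefly luciferase reporter were seeded at 1000 cells/well in OPTI-MEM with 5% FBS, then exposed to compound for 24 hr at 37 deg C. Luminescence was read with Steady-Glo after 30 min at RT.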
# A549 tox: counter-screen for Nrf2 inhibitors: cytotoxicity in A549 cells; A549 ARE-Fluc cells, CellTiter-Fluor viability, 18-24 h; Potency, µM (top dose mostly 46 µM), without a hit: at the top dose activity change, negative = cytotoxicity, hits mostly inhibitors; 390,000 compounds, 0.16% hits; AID 504648; note: potency is the fitted concentration of half-maximal effect; % is set by controls: 0 for no effect and ±100 for the full control effect
#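 Cytotoxicity counterscreen: CellTiter-Fluor fluorescence was measured in A549 ARE_Fluc cells after 18-24 h of compound exposure in a concentration series. The subsequent BugLite luminescent read reports ARE-luciferase activity.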
# IL-1B inflam inh: inflammasome signaling inhibition, IL-1 beta readout | activity change, % at 57.5 µM | THP-1 LPS/ATP IL-1B secretion, AlphaLISA, 16 h; stronger effect = lower value | 360,000 compounds, 4.7% hits; in the data active = activity change below about -50%; inconclusive = mostly about -30% to -49%; note: % is set by controls: 0 for no effect and ±100 for the full control effect
#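 THP-1 cells pretreated 1 hr with compounds (up to 57.5 uM final), then stimulated with LPS (250 ng/mL final) plus ATP (1.25 mM final); secreted IL-1B measured by AlphaLISA after 16 hr, decreased signal indicating inhibition.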
# ATXN viability: viability counter-screen for ATXN expression inhibitors; S2 cells (HEK-293 line with an ATXN2-luciferase reporter) viability, CellTiter-Fluor protease fluorescence, 24 h; Potency, µM (highest dose often 56.7 µM), most hits filed as cytotoxic; 400,000 compounds, 0.49% hits; note: potency is the fitted concentration of half-maximal effect; nearly all actives have a fitted effect of over 40% in size
# TGFb inhibitor: inhibitors of TGF-b signaling; Potency, µM (doses to about 46.1 µM), for the others: at the top dose activity, negative = inhibition, hits mostly inhibitors; HepG2 CAGA-GFP TGF-b/SMAD3 reporter, GFP fluorescence, 18 h; TGF-beta stimulated, 500 pg/mL final; 410,000 compounds, 1.2% hits; AID 588855; note: potency is the fitted concentration of half-maximal effect; % is set by controls: 0 for no effect and ±100 for the full control effect; nearly all actives have a fitted effect of over 65% in size
#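 GFP signal (ex488/em500-530) from TGF-beta-stimulated HEPG2 CAGA-GFP cells, 500 pg/mL final, 18 h at 37 degrees C in DMEM plus 1% FBS, normalized to unstimulated and DMSO-stimulated controls.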
# HepG2 viability: HepG2 cytotoxicity, counter-screen for TGF-b inhibitors. HepG2 CAGA-GFP viability, ATP luminescence, 18 h. Potency, µM (top dose mostly 46.1 µM), without a hit: at the top dose activity change, negative = cytotoxicity, hits mostly cytotoxic. 410,000 compounds, 0.76% hits. AID 588856; note: potency is the fitted concentration of half-maximal effect; some results filed as inactive show a strong effect at the top dose
#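 HepG2 CAGA-GFP cells (1000/well, DMEM with 1% FBS) received compound, then TGF-beta at 500 pg/mL final, and were incubated 18 hours at 37 degrees C. Viability was read by CellTiter-Glo luminescence. Media-only wells were set as complete cell-killing and DMSO as no toxicity.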
# ATXN2 expr inh: ATXN2 expression inhibition. HEK-293 ATXN2-luciferase reporter, luminescence, 24 h. 360,000 compounds, 0.72% hits. Potency, µM (series often up to 57 µM), for the others: at the highest dose activity change, negative = inhibition, usual class: inhibitors. AID 1745845; note: potency is the fitted concentration of half-maximal effect; % is set by controls: 0 for no effect and ±100 for the full control effect; nearly all actives have a fitted effect of over 55% in size
#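 ATXN2-luciferase reporter cells (luciferase flanked by upstream and downstream ATXN2 gene portions) were treated 24 h at 37 °C with compounds at up to 57 uM. SteadyGlo luminescence gave expression; GF-AFC fluorescence gave viability.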
# Nrf2 inh: blocks Nrf2 signaling; A549 ARE-Fluc reporter, luciferase luminescence, 18-24 h; Potency, µM (series often up to 46 µM), inactives show at the top dose activity change, negative = inhibition, most hits filed as inhibitors; 360,000 compounds, 2.1% hits; note: potency is the fitted concentration of half-maximal effect; % is set by controls: 0 for no effect and ±100 for the full control effect; nearly all actives have a fitted effect of over 60% in size
#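 Reporter: ARE-Fluc in A549. Exposure: 18-24 h, 37 °C, 5% CO2, 5% FBS OPTI-MEM. Readouts: fluorescent cytotoxicity (CellTiter-Fluor), then luminescent Nrf2 signal after BugLite.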
# MCF10A rereplic: induces DNA re-replication in MCF 10a normal breast cells. Potency, µM (top dose mostly 46.1 µM), without a hit: top-dose activity, positive = re-replication, usual class: activators. MCF 10A DNA re-replication, Hoechst nuclear intensity, 48 h. 350,000 compounds, 2.9% hits; note: potency is the fitted concentration of half-maximal effect; % of control where 0% means no effect; nearly all actives have a fitted effect of over 50% in size
# An asterisk follows results filed as active; i = inactive; u = inconclusive; x = no result given; [ ] = another dose, or the depositor's remark. Unless noted, calls come from the whole dose curve; as a rule, active = well fitted curve in the direction sought with a large enough effect; inconclusive = small, poorly fitted or top-dose-only effect, or another doubt; inactive = no such curve, though single readings can be large; an effect the other way counts as inactive or inconclusive. Not a hit list; 8.8% or so of the library scored in one or more.
# Every second line gives: Nrf2 activator | A549 tox | IL-1B inflam inh | ATXN viability | TGFb inhibitor | HepG2 viability | ATXN2 expr inh | Nrf2 inh | MCF10A rereplic
CC(C)Cc1ccc(-c2cc3nc(NCCCn4ccnc4)ccn3n2)cc1
    -0.1% | x | -2 | i | u | -52% | 5% | x | x
Cc1ccc(C(=O)NCC(=O)O)s1
    0.0% | 3% | 2 | i | -1% | 4% | 3% | 0% | 4%
Cc1noc(C)c1-c1ccc(C(=O)NCCC(F)(F)F)c2occc12
    20% | x | 2 | i | 29% | -11% | 45%[activator] | x | x
NC(=O)C1CCN(C(=O)C2CCC(=O)N(Cc3ccc(Cl)cc3)C2)CC1 (stereo not given)
    2.7% | -4% | 12 | i | -6% | -14% | -1% | 19% | -1%
CCC(=O)Nc1cccc(NC(=S)NC(=O)c2ccc(Cl)cc2)c1
    2.3% | -1% | 11 | u | u | -17% | 9% | -15% | 7%
COc1ccc(NC(=O)c2cnc3sccn3c2=O)cc1
    5.2% | 4% | 6 | i | -9% | -7% | 16% | u | -2%
Cc1cccc(C(=O)NC(=S)Nc2ccc(N3CCOCC3)cc2)c1
    -0.7% | 1% | -7 | i | -4% | -20% | 5% | -9% | u
O=C(Nc1cc(S(=O)(=O)N2CCOCC2)ccc1N1CCOCC1)c1ccc([N+](=O)[O-])s1
    3.7% | -9% | u | i | u | -4% | -36% | u | u
COc1ccc(-c2noc(CCC(=O)N3CCC(c4cc(C)ccc4C)CC3)n2)cc1
    -0.9% | -3% | -3 | i | -4% | -2% | 36%[activator] | 4% | u
CCOc1cc(C2Nc3ccccc3-c3nnc(SCc4ccccc4)nc3O2)ccc1OC (stereo not given)
    8.5% | -4% | x | i | -2% | -11% | 13% | -11% | x
COc1ccc(OC)c(CNS(=O)(=O)c2ccc3c(c2)oc(=O)n3C)c1
    -0.2% | 9% | x | i | 18% | -1% | -10% | -5% | x
Cc1ccc(C(=O)OCC(=O)Nc2ccc(F)c(Cl)c2)o1
    0.7% | -1% | -11 | u | 16% | 19% | x | -23% | 0%
C(=C\c1ccccc1)/C=N/Nc1nc2ccccc2[nH]1
    4.2% | u | 54 | i | u | -38% | 1% | u | 4.6µM*
Cc1cccc(N2CCN(C(=O)CN3C(=O)COc4ccc(S(=O)(=O)N5CCC(C)CC5)cc43)CC2)c1C
    -0.8% | -2% | x | i | -4% | -3% | 2% | 3% | x
CC(=O)N1N=C(N)SC1c1cccc([N+](=O)[O-])c1 (stereo not given)
    0.3% | -4% | 22 | i | -9% | -3% | 15% | 4% | -3%
Cc1nn(-c2ccccc2)c(OC(=O)C(C)(C)C)c1Sc1ccccc1
    -0.9% | -6% | x | x | -14% | -16% | x | 7%[9.27 µM] | x
COC1Cc2ccccc2N(C(N)=O)c2ccccc21 (stereo not given)
    -0.7% | 0% | 0 | u | -1% | 19% | 6% | -13% | 1%
COc1ccc(CN(C)Cc2c(O)ccc3cc(Br)ccc23)cc1OC
    u | 4% | -25 | x | u | -11% | 2% | 23% | u
Cc1ccc(CSCC(=O)NCCCN2CCOCC2)cc1
    1.7% | -3% | 12 | i | -3% | 2% | x | 6% | 2%
CCOC(=O)c1sc(NC(=O)c2cccs2)nc1C
    7.1% | 11% | 29 | i | 14% | -43% | 40%[activator] | u | -2%
CC(=O)N/C(=C\c1ccc(F)cc1)C(=O)NC(C(=O)O)C(C)C (stereo not given)
    0.3% | -1% | -4 | i | -5% | 0% | 10% | -4% | -53%[inhibitor]
Cc1ccc2c(c1)c1c(c(=O)n(Cc3ccccc3)c(=O)n1CC(=O)NCc1ccccc1Cl)n2C
    4.4% | -9% | x | i | 0% | -16% | -4% | 1%[9.27 µM] | x
CC(c1cccs1)N(Cc1ccco1)C(=O)Nc1ccc(Cl)c(Cl)c1 (stereo not given)
    0.0% | u | u | i | u | 4% | u | u | u
CCNC(=O)n1cc(-n2cncn2)c(-c2ccccc2)n1
    -0.1% | 9% | -7 | i | -2% | -6% | -9% | -2% | 3%
CN(C)CCCOC(=O)c1sc2ccccc2c1Cl
    6.9% | 3% | u | i | -1% | 0% | 0% | 0% | 6%
COc1ccccc1CNC(=O)Cn1cnnn1
    -0.3% | 1% | -2 | i | -3% | -1% | 9% | 2% | -10%
CCCc1ccc2oc(C(=O)N3CCN(C4CCS(=O)(=O)C4)CC3)c(C)c2c1 (stereo not given)
    2.3% | 3% | -5 | i | -13% | -21% | 27% | 2% | 0%
Clc1ccc(Cn2ncc3c(NCc4ccco4)ncnc32)c(Cl)c1
    9.0% | u | 12 | i | u | -8% | -16% | x | u
CCOc1ccccc1N(CC)C(=O)c1cc2c(=O)n(CC)c3ccccc3c2s1
    -2.3% | 3% | x | u | 18µM* | -44% | u | -26% | x
COc1ccccc1OCC(=O)Nc1ncc(C)s1
    -0.7% | 1% | -25 | i | 1% | -1% | -4% | 20% | 29%
Cc1ccc(NC(=O)c2ccccc2Cl)c(Cl)c1
    5.3% | -4% | -9 | i | 1% | -13% | 64%[activator] | u | 0%
CCCC(=O)NNC(=O)CC(=O)Nc1ccccc1C(=O)O
    -1.6% | 1% | 7 | u | 25% | 25% | x | 5% | -5%
C/C(=N/NC(=O)c1ccoc1C)c1ccc(NC(=O)C2CCCC2)cc1
    0.0% | 11% | 0 | i | 0% | -20% | 40%[activator] | u | 5%
O=C(OCc1cccnc1)C1=Cc2ccccc2OC1
    4.6% | 1% | 9 | i | -6% | 1% | 0% | -10% | 9%
O=C(O)CN=C(NS(=O)(=O)c1ccc(Cl)cc1)c1ccccc1
    -0.1% | -5% | 0 | i | 5% | -2% | -6% | -13% | 3%
COc1cc(/C=C/C(=O)N2CCN(C(=O)/C=C/c3cc(OC)c(OC)c(OC)c3)CC2)cc(OC)c1OC
    -0.9% | -3% | -8 | i | 2% | 6% | 42%[activator] | u | 1%
O=C(O)c1n[nH]c2c1CCCC2
    -0.7% | -4% | 12 | i | 9% | -1% | -3% | -5% | -5%
Cc1cccc(C)c1OC1(c2ccccc2)OC(=O)c2ccccc21 (stereo not given)
    -0.9% | u | -1 | i | -8% | 9% | -12% | u | u
Cc1onc(-c2ccccc2)c1C(=O)N1CCC(C)(C(=O)O)C1 (stereo not given)
    -0.5%[9.22 µM] | x | 9 | i | 34% | 5% | 9% | x | x
O=C(NCc1cccnc1)c1csc([C@@H]2C[C@H](O)[C@@H](CO)O2)n1
    0.2% | x | 102 | i | 13% | 2% | 0% | x | x
COc1ccccc1Cc1c(-c2ccc(F)cc2)nc2c(C)cc(Br)cn12
    7.0% | x | 1 | u | u | -36% | -8% | x | x
CS(=O)(=O)N1CCCCC1c1cc(C(=O)Nc2ccccc2)no1 (stereo not given)
    1.4% | x | -19 | i | 1% | -13% | 21% | x | x
CC(CNC(=O)C(C)C)NC(=O)C(C)C (stereo not given)
    -0.2% | -11% | 16 | i | -1% | -17% | -5% | -4% | 11%
COCCOC(=O)C1=C(C)NC(=O)NC1/C=C/c1ccccc1 (stereo not given)
    0.3% | -1% | 10 | i | 5% | 11% | 4% | 3% | -23%
CC(C)CCN1C(=O)c2ccc(C(=O)NCc3ccco3)cc2C1=O
    5.9% | 0% | 25 | i | 3% | -2% | -28% | x | -2%
CN(C)S(=O)(=O)c1ccc(/C(O)=C2/C(=O)C(=O)N(Cc3cccnc3)C2c2cccs2)cc1 (stereo not given)
    -0.8% | 0% | 1 | i | 12% | 9% | -14% | 3% | 1%
COc1ccc(CNC(=O)Cc2ccc(OC)c(S(=O)(=O)N3CCOCC3)c2)cc1
    -1.3% | 11% | 15 | i | 9% | 6% | -1% | 25% | -1%

# Copied from above for reference:
# Every second line gives: Nrf2 activator | A549 tox | IL-1B inflam inh | ATXN viability | TGFb inhibitor | HepG2 viability | ATXN2 expr inh | Nrf2 inh | MCF10A rereplic
COc1cc(/C=C/C(=O)N2CCN(C(=O)/C=C/c3cc(OC)c(OC)c(OC)c3)CC2)cc(OC)c1OC
    -0.9% | -3% | -8 | i | 2% | 6% | 42%[activator] | u | 1%
O=C(O)c1n[nH]c2c1CCCC2
    -0.7% | -4% | 12 | i | 9% | -1% | -3% | -5% | -5%
Cc1cccc(C)c1OC1(c2ccccc2)OC(=O)c2ccccc21 (stereo not given)
    -0.9% | u | -1 | i | -8% | 9% | -12% | u | u
Cc1onc(-c2ccccc2)c1C(=O)N1CCC(C)(C(=O)O)C1 (stereo not given)
    -0.5%[9.22 µM] | x | 9 | i | 34% | 5% | 9% | x | x
O=C(NCc1cccnc1)c1csc([C@@H]2C[C@H](O)[C@@H](CO)O2)n1
    0.2% | x | 102 | i | 13% | 2% | 0% | x | x
COc1ccccc1Cc1c(-c2ccc(F)cc2)nc2c(C)cc(Br)cn12
    7.0% | x | 1 | u | u | -36% | -8% | x | x
CS(=O)(=O)N1CCCCC1c1cc(C(=O)Nc2ccccc2)no1 (stereo not given)
    1.4% | x | -19 | i | 1% | -13% | 21% | x | x
CC(CNC(=O)C(C)C)NC(=O)C(C)C (stereo not given)
    -0.2% | -11% | 16 | i | -1% | -17% | -5% | -4% | 11%
COCCOC(=O)C1=C(C)NC(=O)NC1/C=C/c1ccccc1 (stereo not given)
    0.3% | -1% | 10 | i | 5% | 11% | 4% | 3% | -23%
